CHRM4 PAM: CHRM4 positive allosteric modulation | P08173 | CHO-K1 hM4/Gqi5, Fluo-8 calcium fluorescence, ACh EC20; 0% = ACh EC20, 100% = maximal ACh | activation, % at 3 µM | 360,000 compounds, 0.4% hits;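 active means activation above its plate's cutoff, the mean activation of sample wells plus 3 SD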; further: some results filed as inactive read as strong as hits
p-CIP stab down: p/CIP protein destabilization; F442A p/CIP-EGFP cells, EGFP fluorescence, 16 h; 290,000 compounds, 0.01% hits; decrease of EGFP signal, % at 10 µM; Q05BA5;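 active means EGFP signal decrease of at least 30% at 10 µM or well 3 SD below plate mean, unless failing retest; inactive means the rest, including hits failing retest or dose response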; further: some compounds called inactive have numbers as strong as hits; many of its hits are not listed in these tables
MEKK3 PB1 HTS: MEKK3-MEK5 PB1 interaction, increase or decrease; bead-based flow cytometry, Alexa488-MEK5 binding to MEKK3; actives lie on both sides; 0 = blocked by unlabeled MEK5, 100 = vehicle; 290,000 compounds, 1.4% hits; binding response (% of control), % at 10 µM; Q99759;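 active means binding response more than 3 SD above or below the average of its plate-row segment, actives on both sides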;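 further: Alexa488 bead fluorescence after subtracting the streptavidin-only scavenger bead signal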
PHOSPHO1 inh: blocks human PHOSPHO1 phosphatase activity; 290,000 compounds, 1.1% hits; AID 1565; inhibition, % at 13.3 µM; recombinant PHOSPHO1, absorbance phosphatase assay; Q8TCT1; in the data active means inhibition above about 60%
CRFBP-R2 agonist: CRF-BP/CRF-R2 complex agonism. activation, % at 13.2 µM. 350,000 compounds, 0.46% hits. HEK293 CRF-R2/CRF-BP, calcium dye fluorescence (FLIPR); percent of saturating CRF peptide response;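 active means activation of at least 50%, plus an integration ratio under a set limit after plate pattern correction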;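 further: plate controls were neutral control wells without compound for no effect and CRF at EC100 for full effect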
GalR3 antagonist: antagonists of human GalR3 | HEK293 GalR3-CNG cAMP membrane potential fluorescence; galR3 body fused to GalR1 C-terminus | inhibition, % at 3 µM | 360,000 compounds, 0.44% hits | AID 651719;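 active means inhibition above the screen-wide average plus 3 SD, cut at about 13% in these data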;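 further: forskolin and galanin both at EC90 stimulate the cells; cAMP rise reported by CNG channel membrane potential dye signal; 0% = forskolin plus galanin with DMSO and 100% = forskolin alone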
IDE cell inh: inhibitors of human insulin-degrading enzyme in cells; HEK cells, FAbetaB cleavage, fluorescence polarization; inhibition, % at 5.59 µM; 320,000 compounds, 0.41% hits; AID 434962;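 active means percent inhibition above the average of all tested compounds plus 3 SD, set per screening campaign, cut at about 16% in these data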;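 further: IDE supplied by intact live HEK cells; FP after avidin binding of uncleaved biotin substrate so inhibition keeps polarization high; 0% = DMSO wells and 100% = 60 µM reference IDE inhibitor Ii1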
Target sequence (P14735 whole entry, looked up): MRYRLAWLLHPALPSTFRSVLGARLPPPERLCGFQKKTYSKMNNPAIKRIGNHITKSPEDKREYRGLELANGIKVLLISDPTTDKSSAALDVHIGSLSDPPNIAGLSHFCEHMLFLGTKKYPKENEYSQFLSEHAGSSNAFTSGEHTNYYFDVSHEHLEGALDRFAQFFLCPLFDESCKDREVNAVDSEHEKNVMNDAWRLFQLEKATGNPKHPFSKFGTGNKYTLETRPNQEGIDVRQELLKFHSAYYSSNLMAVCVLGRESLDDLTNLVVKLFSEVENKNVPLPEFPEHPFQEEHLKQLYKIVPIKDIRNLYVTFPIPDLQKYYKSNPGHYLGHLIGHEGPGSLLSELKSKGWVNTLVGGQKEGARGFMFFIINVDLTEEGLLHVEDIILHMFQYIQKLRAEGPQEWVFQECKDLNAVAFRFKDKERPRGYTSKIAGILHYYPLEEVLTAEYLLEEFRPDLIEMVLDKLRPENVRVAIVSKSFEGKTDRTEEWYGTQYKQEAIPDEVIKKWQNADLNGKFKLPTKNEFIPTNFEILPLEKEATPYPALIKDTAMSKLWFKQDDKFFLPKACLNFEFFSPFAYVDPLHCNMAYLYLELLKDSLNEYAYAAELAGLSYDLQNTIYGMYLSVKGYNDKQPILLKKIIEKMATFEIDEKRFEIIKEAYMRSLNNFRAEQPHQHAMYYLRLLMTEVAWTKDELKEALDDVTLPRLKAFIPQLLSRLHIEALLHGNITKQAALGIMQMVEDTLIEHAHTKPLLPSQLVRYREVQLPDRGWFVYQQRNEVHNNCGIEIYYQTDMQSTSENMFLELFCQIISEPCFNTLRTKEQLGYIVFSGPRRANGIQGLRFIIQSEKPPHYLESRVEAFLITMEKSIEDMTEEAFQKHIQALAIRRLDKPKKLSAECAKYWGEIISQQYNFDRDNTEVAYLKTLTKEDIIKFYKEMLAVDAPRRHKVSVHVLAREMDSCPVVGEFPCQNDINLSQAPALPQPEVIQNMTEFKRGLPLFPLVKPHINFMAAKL
CRFR2-BP antag: CRF-BP/CRF-R2 complex antagonism. HEK293 CRF-R2/CRF-BP, CRF-induced calcium fluorescence. inhibition, % at 11.8 µM. 350,000 compounds, 0.59% hits;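 active means inhibition of the ligand-induced calcium signal above about 50% at the single tested concentration, limit read from the data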
IDE cell activ: activators of human insulin-degrading enzyme in cells; P14735; HEK cells, FAbeta-B cleavage, fluorescence polarization; 0% vehicle, 100% cell-free pure enzyme wells; activation, % at 5.96 µM; 340,000 compounds, 0.073% hits; AID 493087;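 active means activation above the mean of all tested compounds plus 3 SD, set per screening campaign, cut at about 17% in these data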
Numbers without * were called inactive; / = not tested or not shown; [ ] = dose if it differs, or a comment.

SMILES	CHRM4 PAM	p-CIP stab down	MEKK3 PB1 HTS	PHOSPHO1 inh	CRFBP-R2 agonist	GalR3 antagonist	IDE cell inh	CRFR2-BP antag	IDE cell activ
COc1ccc(N(C(=O)c2ccc(S(=O)(=O)N3CCOCC3)cc2)C2C=CS(=O)(=O)C2)cc1 (stereo unspecified)	-3	8	97	43	-1.9	-6	0	13	7
CCC(C)(C)c1ccc(OCCCC[n+]2cccc(C)c2C)c(C(C)(C)CC)c1	-16	-30	75	-6	7.3	15*	-7	-12	7
CN(CCCC1CCCC1)C(=O)c1cc(COc2ccc(F)cc2F)on1	-7	-2	94	8	-0.7	-4	4	6	2
CC(C)(C)OC(=O)N1CCC(C(=O)Nc2cccc(C(=O)NCCCc3ccccc3)c2)CC1	-10	/	/	/	0.2	-6	/	-1	1
COc1ccc(C2=NN(Cc3ccccc3)C3C(=O)NC(=O)C23)cc1 (stereo unspecified)	5	5	97	-5	0.2	-1	1	11	4
COc1ccc(CNC(=O)CN(C2CCCCC2)S(C)(=O)=O)cc1	26*	6	109	-5	5.5	2	-2	6	0
CCc1nccn1S(=O)(=O)c1cccc([N+](=O)[O-])c1	0	-11	102	-4	0.1	-2	0	15	7
N#Cc1ccc(OCC(O)CN2CCN(CC(O)COc3ccc(C#N)cc3)CC2)cc1 (stereo unspecified)	-3	-4	102	26	-1.0	-9	3	15	4
O=C(O)CNS(=O)(=O)Cc1ccccc1	20	-15	102	23	-0.6	-3	-6	3	0
CCC(CO)Oc1cc(NC(=O)c2cccc([N+](=O)[O-])c2)c2ncn(C(C)C)c2c1 (stereo unspecified)	5	/	/	/	-6.2	-7	0	11	-2
Cc1ccc(C(=O)NNC(=O)c2ccc3ncccc3c2)cc1	4	-4	91	38	-2.5	-5	/	-5	0
Nc1nc(SCC(=O)Nc2ccc(Br)cc2F)n[nH]1	-8	-1	104	11	2.4	-1	4	-12	1
CC(C)C(NC(=O)c1c(F)cccc1F)C(=O)NC1CC(C)(C)NC(C)(C)C1 (stereo unspecified)	-4	-10	100	16	-0.3	-11	0	1	-3
Cc1cccc(C(=O)NC2CCN(S(=O)(=O)c3ccc(F)cc3)CC2)c1	-1	-13	68	31	-1.8	-11	0	10	7
O=C(NC1=NCCS1)c1cc(-c2cccnc2)nc2ccccc12	-12	8	101	16	-0.8	-4	3	2	7
Cn1c2ccccc2c(=O)c2ccc(C#Cc3ccc(N)cc3)cc21	-4	-17	102	4	1.6	0	4	4	-3
O=C(N/N=C/c1cccnc1)C(O)c1ccccc1 (stereo unspecified)	-2	1	146*	-7	5.7	-3	-2	9	6
CCN(CC)S(=O)(=O)c1ccc(C(=O)OCC(=O)c2ccc3c(c2)NC(=O)CO3)cc1	2	6	102	11	-0.5	-2	3	2	4
O=C(Oc1ccc(-c2nnco2)cc1)N1CCCCC1	0	2	103	-4	1.8	-5	0	36	4
COc1ccc(NC(=O)CN(C)C(=O)CNC(=O)c2cccs2)cc1	-6	0	98	/	2.1	-2	-1	-19	5
c1cc2c(cc1CNc1ccc(N3CCOCC3)cc1)OCO2	-5	/	/	/	-2.4	-2	-1	4	-1
O=c1oc2ccccc2c2[nH]ccc12	0	-5	103	25	-0.7	-1	3	14	9
Cc1ncoc1C(=O)Nc1ccccc1C(N)=O	10	3	106	-4	-0.6	-5	-2	31	0
Cc1ccc2cc(CCNC(=O)c3ccco3)c(=O)[nH]c2c1C	-6	-5	/	5	1.0	1	5	-2	-2
CC(C)Cc1nc(SCC(=O)NCc2ccccc2)n[nH]1	16	-7	108	-10	-0.7	-3	4	-7	-4
O=C(O)CC(SCC(=O)Nc1ccc(S(=O)(=O)N2CCCC2)cc1)C(=O)O (stereo unspecified)	7	2	86	8	2.4	-3	6	-14	-2
S=c1[nH]nc(-c2cccs2)n1/N=C/c1cn(-c2ccccc2)nc1-c1ccc(Cl)cc1	6	-6	99	-132	1.7	-1	9	-28	/
O=C1COc2ccc(S(=O)(=O)Nc3ccc(F)cc3)cc2N1	8	-1	102	37	0.7	-9	10	-13	8
CC(=O)NC(=O)Nc1sc(=S)n(C)c1C	12	0	104	27	-0.3	1	12	1	-3
CC(C)(O)CC[C@@H](O)[C@](C)(O)[C@H]1CC[C@@]2(O)C3=CC(=O)[C@@H]4C[C@@H](O)[C@@H](O)C[C@]4(C)[C@H]3CC[C@]12C	5	5	104	1	3.2	0	2	-56	1
Cc1ccc(OCC(=O)c2cc(C)n(-c3cc(C)on3)c2C)c([N+](=O)[O-])n1	-1	/	/	/	1.7	-3	/	2	2
CO/N=C/c1ccc(Sc2ccc(C)cc2)c([N+](=O)[O-])c1	9	-7	110	6	-1.3	6	4	12	-1
CCOC(=O)C1CCN(C=Nc2cc(C)on2)CC1	4	-1	100	-48	0.0	0	-2	2	5
CCN1C(=O)CC(N2CCN(c3ccc(C(=O)c4ccccc4)cc3)CC2)C1=O (stereo unspecified)	-7	-17	105	-65	0.2	-2	4	7	-5
NC(=O)c1ccccc1NC(=O)/C=C/c1ccccc1	6	2	97	-10	-1.0	0	1	26	0
CCOc1ccc2nnnn2n1	5	0	99	11	-1.8	2	7	8	-4
COc1ccc(Nc2nc(Cl)nc(Nc3ccc(OC)cc3OC)n2)c(OC)c1	-8	-7	106	24	-2.6	6	5	44	/
CC1=CC(=C(C#N)C#N)c2ccccc2N1C	10	-6	100	28	-2.6	0	-1	-5	0
C=CCNC(=S)Nc1ccc(OC(F)F)c(Cl)c1	-5	-6	101	32	-1.5	-6	0	17	/
COc1ccc([N+](=O)[O-])cc1NC(=S)NC(NC(C)=O)C(Cl)(Cl)Cl (stereo unspecified)	1	-2	89	0	-0.2	-5	1	-11	4
NS(=O)(=O)c1ccc(OC(=O)CNC(=O)OCc2ccccc2)cc1	-12	/	/	/	-1.2	1	6	-5	7
CNS(=O)(=O)c1cccc(C(=O)OCC(=O)N2CCCC2)c1	0	-21	103	36	-0.8	-3	5	7	5
Cc1cc(=O)[nH]c(SCC(=O)/C=C2\N(C)c3ccccc3C2(C)C)n1	-22	-58	93	-15	3.4	-13	3	8	-4
O=c1cc(-c2ccccc2Cl)oc2cccc(O)c12	1	-14	100	-16	-0.6	-8	-2	2	-5
N=C1C(c2nc3ccccc3s2)=C(O)CN1CCCO	-4	-2	91	-34	1.4	-6	0	-24	0
CC(=O)Nc1cccc(NC(=O)c2cccc3cccnc23)c1	1	-2	96	47	-0.2	-8	7	-3	-3
COc1cc(OC)cc(C(=O)Nc2ccc3c(c2)n(C)c(=O)n3C)c1	3	4	108	/	-1.6	-9	4	15	-3
CC(Sc1nnc(-c2ccccc2F)n1C1CC1)C(=O)N1CCCC1 (stereo unspecified)	10	/	/	/	0.8	-1	1	7	3
CCOC(=O)C1=C(CCc2ccccc2)NC(=O)NC1c1ccc(Br)cc1 (stereo unspecified)	0	-11	98	-7	0.8	-7	3	-15	4
CC(C)(C)c1ccc(S(=O)(=O)NCC(=O)N2CCN(Cc3ccccc3)CC2)cc1	-9	-10	101	21	-8.3	-2	8	-31	0
NC(=O)C1CCN(C(=O)c2ccc(Cl)c(NC(=O)c3cccs3)c2)CC1	11	/	/	/	0.1	-7	/	-23	/
O=C(Cn1ccc(C(F)(F)F)n1)NNC(=O)c1ccco1	17	/	/	/	-1.2	-4	-3	7	5
O=C1c2ccccc2N2C(=O)c3ccccc3C2N1O (stereo unspecified)	21	-9	95	-14	0.5	-3	4	6	1
Cc1ccc(C)n1-c1ccc(C(=O)NCc2cccnc2)cc1	-21	-25	99	-2	/	/	-2	/	1
N#Cc1ccsc1NC(=O)CN1CCN(S(=O)(=O)c2ccccc2C(F)(F)F)CC1	-8	-8	55*[inhibitor]	-33	-1.0	-5	2	-31	2
Cc1cc(C2C(C#N)=C(N)OC3=C2C(=O)CC(C)(C)C3)c(C)s1 (stereo unspecified)	7	-16	111	45	1.0	-6	2	0	1
O=C(NCc1ccccc1)C12CC3CC(CC(Cl)(C3)C1)C2	7	-8	98	16	-1.9	6	9	0	/
O=C(NC(=O)N1CCCC1)c1csnn1	-10	-17	105	37	-0.2	7	-1	-4	1
COc1ccc2c(COC(=O)CCS(=O)(=O)c3ccc(C)cc3)cc(=O)oc2c1	3	/	/	/	1.9	-2	-5	2	-4
Cc1cccc(OCCn2nc(C(=O)O)c3ccccc3c2=O)c1	6	-5	103	6	-0.9	5	15	-1	-1
Remaining list, next part.
SMILES	CHRM4 PAM	p-CIP stab down	MEKK3 PB1 HTS	PHOSPHO1 inh	CRFBP-R2 agonist	GalR3 antagonist	IDE cell inh	CRFR2-BP antag	IDE cell activ
Cc1cc(S(=O)(=O)NCCc2ccccc2)ccc1-n1cnnn1	1	-11	99	31	5.5	-7	10	-14	7
CC1=NN(c2nc3ccccc3s2)C(O)(C(F)(F)F)C1 (stereo unspecified)	-11	-3	99	37	-2.4	0	13	7	-1
CCOc1ccccc1NC1=C(Cl)C(=O)N(c2ccccc2)C1=O	1	1	98	2	-1.8	-11	0	41	5
Cc1cc(NC(=O)CCSc2nc(-c3ccco3)cc(C(F)(F)F)n2)no1	6	-9	101	3	2.1	2	1	91*	3
O=[N+]([O-])CC1(n2nc3ccccc3n2)CCCCC1	3	/	/	/	1.4	/	10	-11	1
O=C1NC2(CCCCC2)N=C1c1ccc(Br)cc1	1	-6	100	22	1.8	-5	0	-64	6
CC1Oc2ccccc2N(CC(=O)NCCCN2CCOCC2)C1=O (stereo unspecified)	-10	1	104	37	5.6	-9	-2	-16	4
O=C(Nc1ccc(NC(=O)c2cc([N+](=O)[O-])ccc2N2CCOCC2)cc1)c1cccs1	-9	-2	86	-45	-0.8	0	1	-1	0
CCN(CC)CCCNC(=O)CNC(=O)c1nn(-c2ccc(OC)cc2)c(=O)c2ccccc12	-18	9	92	24	1.2	9	5	3	3
COc1ccc(N2CCN(CCCn3ccc(NC(=O)OCc4ccccc4)nc3=O)CC2)cc1	-10	/	/	/	-0.1	-7	/	9	/
O=S(=O)(NC1=NCCCCC1)c1cc(F)ccc1F	-3	/	/	/	1.0	-5	0	-13	6
O=C(COC(=O)COc1ccccc1F)NC1CC1	9	/	/	/	0.2	0	2	4	-3

Three successive compounds out of the list so far, quoted:
SMILES	CHRM4 PAM	p-CIP stab down	MEKK3 PB1 HTS	PHOSPHO1 inh	CRFBP-R2 agonist	GalR3 antagonist	IDE cell inh	CRFR2-BP antag	IDE cell activ
COc1ccc(N(C(=O)c2ccc(S(=O)(=O)N3CCOCC3)cc2)C2C=CS(=O)(=O)C2)cc1 (stereo unspecified)	-3	8	97	43	-1.9	-6	0	13	7
CCC(C)(C)c1ccc(OCCCC[n+]2cccc(C)c2C)c(C(C)(C)CC)c1	-16	-30	75	-6	7.3	15*	-7	-12	7
CN(CCCC1CCCC1)C(=O)c1cc(COc2ccc(F)cc2F)on1	-7	-2	94	8	-0.7	-4	4	6	2

Other records.
SMILES	CHRM4 PAM	p-CIP stab down	MEKK3 PB1 HTS	PHOSPHO1 inh	CRFBP-R2 agonist	GalR3 antagonist	IDE cell inh	CRFR2-BP antag	IDE cell activ
COc1ccccc1/C=C/CN1CCCC(CO)(CCc2ccccc2)C1 (stereo unspecified)	-12	-4	105	8	1.2	-9	-5	-18	5
COC(=O)C1(CCSC)NC(c2ccc(O)c(OC)c2)C2C(=O)N(c3ccc(C)cc3)C(=O)C21 (stereo unspecified)	-9	-13	108	20	-2.5	-3	5	12	1
Cc1c(Cl)cccc1NC(=O)CSc1nc(=O)n(CCCN2CCOCC2)c2c1CCCC2	-3	/	/	/	-1.8	-9	/	1	/
Cc1cc(OC(F)F)ccc1NC(=O)Nc1ccc2c(c1)OCO2	2	-2	108	34	1.5	1	2	-2	-1
CN1C(=O)N(CC(=O)c2ccc3c(c2)OCO3)C(=O)C12CCCCC2	5	/	/	/	-0.8	-8	/	-8	/

High-throughput results from PubChem BioAssay.
